RGS12 GoLoco inh: RGS12 GoLoco-Gai1 interaction inhibition. 230,000 tested, 0.44% active. Gai1:RGS12 GoLoco peptide FP, rhodamine, 10 min. Potency, µM (doses to about 61.6 µM), inactives show at the top dose activity, negative = inhibition, hits mostly inhibitors. P63096; active = well fitted inhibition curve with a large enough effect, not every such curve was filed as active; inactive = no such curve, though single readings can be large or run the other way; also: % is scaled to controls: 0 for no effect and ±100 for the full control effect; nearly all actives have a fitted effect of over 30% in size; many of its hits are not listed in these tables
Target sequence (P63096 whole entry, looked up): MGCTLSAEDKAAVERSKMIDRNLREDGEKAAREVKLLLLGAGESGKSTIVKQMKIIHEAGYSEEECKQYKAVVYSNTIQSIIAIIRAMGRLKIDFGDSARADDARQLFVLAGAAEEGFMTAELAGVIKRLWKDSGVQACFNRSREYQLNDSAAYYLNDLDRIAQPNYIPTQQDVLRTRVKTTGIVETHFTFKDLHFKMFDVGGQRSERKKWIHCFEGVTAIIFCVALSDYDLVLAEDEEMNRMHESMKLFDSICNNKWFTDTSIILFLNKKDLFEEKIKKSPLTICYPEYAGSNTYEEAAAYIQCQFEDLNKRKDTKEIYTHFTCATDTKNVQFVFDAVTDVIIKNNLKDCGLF
RECQ1 helicase: RECQ1 (human) helicase inhibition | AID 2549 | 240,000 tested, 0.54% active | RECQ1 DNA unwinding, red fluorescence kinetic read | Potency, µM (titrated, usually from 57.3 µM), without a hit: at the highest dose activity, negative = inhibition, hits mostly inhibitors | P46063;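 also: plate controls were vehicle for no effect and no enzyme for full effect; nearly all actives have a fitted effect of over 30% in size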
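50 nM RECQ1T1 preincubated 15 min with compound in Tris pH 8.0 buffer with MgCl2, DTT, Tween-20 and 2.5 ug/ml poly(dI-dC); started with 200 nM TAMRA/BHQ-2 forked duplex and 2 mM ATP. Unwinding read as fluorescence (525/598 nm), two reads 2 h apart.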
IMPase Li cell: cell-permeable IMPase inhibitors with lithium potentiation | CHO-M1 cells, IP1 TR-FRET (IP-One), carbachol + lithium | Potency, µM (titrated, usually from 59.4 µM), for inactives: top-dose activity, negative = IMPase inhibition, usual class: inhibitors | 210,000 tested, 0.35% active;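 also: IP1 builds up when IMPase is blocked and the TR-FRET signal falls; plate controls were basal vehicle for no effect and high inhibitor control for full effect; nearly all actives have a fitted effect of over 50% in size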
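Lithium-sensitised IP1 accumulation assay; M1-expressing CHO cells treated 30 min at 37C with compound. Competitive antibody detection by time-resolved FRET followed a 10 min room-temperature lysis step.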
NPSR antagonist: blocks cAMP signaling of the human neuropeptide S receptor | Q6W5P4 | CHO-NPSR cells, cAMP TR-FRET, antagonist mode | Potency, µM (top dose mostly 38.3 µM), inactives show top-dose activity change, negative = inhibition, actives largely listed as inhibitors | 220,000 tested, 1% active | AID 1461; also: % is scaled to controls: 0 for no effect and ±100 for the full control effect; nearly all actives have a fitted effect of over 50% in size; many of its hits are not listed in these tables
Target sequence (Q6W5P4 whole entry, looked up): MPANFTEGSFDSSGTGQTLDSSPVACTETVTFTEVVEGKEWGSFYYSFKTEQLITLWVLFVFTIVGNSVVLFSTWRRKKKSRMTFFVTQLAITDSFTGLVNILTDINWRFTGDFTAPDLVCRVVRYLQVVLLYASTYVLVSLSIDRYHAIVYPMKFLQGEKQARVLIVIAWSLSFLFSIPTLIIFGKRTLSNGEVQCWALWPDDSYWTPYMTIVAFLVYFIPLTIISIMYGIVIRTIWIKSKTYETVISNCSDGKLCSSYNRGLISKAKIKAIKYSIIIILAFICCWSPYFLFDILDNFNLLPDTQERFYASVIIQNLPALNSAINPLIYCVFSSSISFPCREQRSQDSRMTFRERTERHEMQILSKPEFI
KinaseGlo FLuc: blocks Kinase-Glo luciferase, a counter-screen artifact; Kinase-Glo luciferase, ATP luminescence, 8 min; AID 1379; 200,000 tested, 0.28% active; Potency, µM (titrated, usually from 38.3 µM), inactives show at the top dose activity change, negative = inhibition, actives largely listed as inhibitors; also: % is scaled to controls: 0 for no effect and ±100 for the full control effect; nearly all actives have a fitted effect of over 60% in size
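Recombinant Kinase-Glo luciferase, 10 uM ATP (linear range), luciferin; imidazole pH 7.2 / KCl / MgCl2 / Tween / BSA buffer; 8 min RT; luminescence.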
SMN2 splice enh: enhancers of SMN2 splice variant expression; HEK293 SMN2-luciferase splicing reporter, luminescence, 30-36 h; AID 1458; Potency, µM (series often up to 46.1 µM), for inactives: top-dose activity change, positive = activation, hits mostly activators; 210,000 tested, 2.8% active; also: % of control where 0% means no effect; nearly all actives have a fitted effect of over 55% in size
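qHTS luciferase splicing reporter: luminescence rises when SMN2 exon 7 is included in transfected HEK293 cells. Compound exposure lasted 30-36 h at 37C, with 4.5 mM final sodium butyrate as control, followed by a ONE-Glo read.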
Epigenetic reg: regulators of epigenetic silencing causing reporter derepression in mouse cells | murine LDR cells, GFP reporter derepression, 30 h | Potency, µM (series often up to 53.9 µM), inactives show top-dose GFP activation, most hits filed as activators | 280,000 tested, 0.2% active; also: % of control where 0% means no effect; nearly all actives have a fitted effect of over 60% in size
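Murine LDR cells carrying a silenced, genomically integrated CMV-driven GFP reporter were exposed to compound for 30 hours at 37 C. After PBS washes, GFP-positive cells (20–120 um objects) were counted by laser-scanning microplate cytometry.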
JMJD2E inh: JMJD2E (human) inhibition; Potency, µM (titrated, usually from 57.1 µM), without a hit: at the top dose activity change, negative = inhibition, usual class: inhibitors; 230,000 tested, 1.6% active; B2RXH2; JMJD2E catalytic domain, FDH-coupled NADH fluorescence (FDH is formaldehyde dehydrogenase); AID 2147; active = well fitted inhibition curve with a large enough effect, not every such curve was filed as active; inconclusive = small, poorly fitted or top-dose-only effect, or another doubt; inactive = no such curve, though single readings can be large or run the other way;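 also: 0% = wells with enzyme and -100% = buffer wells without enzyme; nearly all actives have a fitted effect of over 50% in size; many of its hits are not listed in these tables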
Target sequence (B2RXH2 1-337 limits assumed): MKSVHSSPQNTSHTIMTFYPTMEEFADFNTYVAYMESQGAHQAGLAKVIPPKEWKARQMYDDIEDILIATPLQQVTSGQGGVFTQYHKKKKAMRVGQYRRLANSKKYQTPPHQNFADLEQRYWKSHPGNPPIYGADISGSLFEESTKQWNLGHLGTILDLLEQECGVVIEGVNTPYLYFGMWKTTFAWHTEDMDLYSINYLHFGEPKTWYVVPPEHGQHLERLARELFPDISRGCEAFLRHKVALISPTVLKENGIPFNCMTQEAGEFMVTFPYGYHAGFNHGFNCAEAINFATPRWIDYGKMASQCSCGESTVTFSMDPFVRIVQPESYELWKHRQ
Starred values were filed as active, the others as inactive; [ ] = another dose, or the depositor's remark. Unless noted, calls follow the shape of the dose curve; as a rule, active = well fitted curve in the direction sought with a large enough effect; inconclusive = small, poorly fitted or top-dose-only effect, or another doubt; inactive = no such curve, though single readings can be large; an effect the other way counts as inactive or inconclusive. Potency is read from the fitted curve at half-maximal effect.

For Cc1ccc(Nc2nc(-c3c(C)nc4ccccn34)cs2)cc1 the results were RGS12 GoLoco inh 2%, RECQ1 helicase 0%, IMPase Li cell 36%[activator][38.3 µM], NPSR antagonist inconclusive, KinaseGlo FLuc -1%, SMN2 splice enh -56%[inhibitor], Epigenetic reg -0.1% and JMJD2E inh inconclusive.
`C/C(=N\NC(=O)Cn1nc(C)c([N+](=O)[O-])c1C)c1ccc(O)cc1` gave RGS12 GoLoco inh -2%, RECQ1 helicase 1%, IMPase Li cell 5%, NPSR antagonist 8%, KinaseGlo FLuc -3%, SMN2 splice enh -10%, Epigenetic reg -0.8% and JMJD2E inh 20%.
COc1ccc(C(C)(C)C)cc1S(=O)(=O)N1CCC(C(N)=O)CC1 was read as RGS12 GoLoco inh 14%, RECQ1 helicase -1%, IMPase Li cell 4%, NPSR antagonist 9%, KinaseGlo FLuc 1%, SMN2 splice enh 3%, Epigenetic reg -1.8% and JMJD2E inh 10%.
OC(CNC1CCCCC1)COCCOc1ccc(Br)cc1 (stereo unspecified) was read as RGS12 GoLoco inh -15%, RECQ1 helicase -5%, IMPase Li cell 8%, NPSR antagonist -4%, KinaseGlo FLuc -2%, SMN2 splice enh -26%, Epigenetic reg 1.0% and JMJD2E inh 6%.
Screening O=C(Cc1cc(=O)[nH]c(=O)[nH]1)N1CCN(C(=O)c2ccco2)CC1 returned RGS12 GoLoco inh -6%, RECQ1 helicase 1%, IMPase Li cell 0%, NPSR antagonist -1%[46.1 µM], KinaseGlo FLuc 0%, SMN2 splice enh -16%, Epigenetic reg 0.0% and JMJD2E inh -7%.
CNS(=O)(=O)c1cc(Cl)ccc1Sc1ccccc1C(=O)O was read as RGS12 GoLoco inh 7%, RECQ1 helicase -3%, NPSR antagonist -9%, Epigenetic reg -1.0% and JMJD2E inh 8%.
For COc1ccc(-c2csc(N3C(=O)CNC3=S)n2)cc1 the results were RGS12 GoLoco inh 7%, RECQ1 helicase -1%, IMPase Li cell 7%, NPSR antagonist 0%, KinaseGlo FLuc 2%, SMN2 splice enh 1.3µM*, Epigenetic reg -1.9% and JMJD2E inh -9%.
For Fc1ccc(Cn2c(SCc3ccc(F)c(F)c3)nnc2C(F)(F)F)cc1 the results were RGS12 GoLoco inh -2%, RECQ1 helicase -6%, IMPase Li cell 11%[38.3 µM], NPSR antagonist -27%[46.1 µM], KinaseGlo FLuc -3%, SMN2 splice enh 2%, Epigenetic reg 0.0% and JMJD2E inh -3%.
CCOc1cc(S(=O)(=O)N2CCCCC2)ccc1Cl was read as RGS12 GoLoco inh 6%, RECQ1 helicase -1%, IMPase Li cell -5%[38.3 µM], NPSR antagonist -16%[46.1 µM], KinaseGlo FLuc -3%, SMN2 splice enh -7%, Epigenetic reg -8.7% and JMJD2E inh -6%.
Cc1[nH]c2ccccc2c1C(=O)CSc1ccc(Cl)cc1 was read as RGS12 GoLoco inh 11%, RECQ1 helicase inactive, IMPase Li cell -1%, NPSR antagonist -16%, KinaseGlo FLuc 0%, SMN2 splice enh 9%, Epigenetic reg 7.0% and JMJD2E inh -8%.
Screening Cc1ccc(S(=O)(=O)C(F)(F)F)cc1NC(=O)c1cccnc1 returned RGS12 GoLoco inh 4%, RECQ1 helicase -5%, IMPase Li cell 3%, NPSR antagonist 4%[46.1 µM], KinaseGlo FLuc 5%, SMN2 splice enh -6%, Epigenetic reg -0.8% and JMJD2E inh -2%.
Screening Nc1cc(Cl)ccc1N1CCCC1 returned RGS12 GoLoco inh 6%, RECQ1 helicase inactive, IMPase Li cell 5%, NPSR antagonist 3%, KinaseGlo FLuc 0%, SMN2 splice enh 2%, Epigenetic reg 7.2% and JMJD2E inh 1%.
For C/C(=N\NC(=O)c1cccc(S(=O)(=O)N2CCOCC2)c1)c1cc2ccccc2o1 the results were RGS12 GoLoco inh 0%, RECQ1 helicase -4%, NPSR antagonist -13%, Epigenetic reg 0.0% and JMJD2E inh 0%.
Screening O=C(N/N=C/c1ccco1)c1cc(-c2ccc(Br)s2)[nH]n1 returned RGS12 GoLoco inh 5%, RECQ1 helicase 8%, NPSR antagonist -19%, Epigenetic reg -4.2% and JMJD2E inh -6%.
Screening Cc1[nH]nc(Nc2ccc(Br)cc2)c1[N+](=O)[O-] returned RGS12 GoLoco inh 10%, RECQ1 helicase -4%, NPSR antagonist -9%, Epigenetic reg 0.1% and JMJD2E inh -13%.
`CCS(=O)(=O)n1nc(-c2ccco2)nc1SC` gave RGS12 GoLoco inh 1%, RECQ1 helicase inactive, IMPase Li cell -13%[38.3 µM], NPSR antagonist -11%[46.1 µM], KinaseGlo FLuc -2%, SMN2 splice enh -14%, Epigenetic reg -4.7% and JMJD2E inh -7%.
For O=C(NCC1CCCO1)C1c2ccccc2C(=O)N1C1CCCCCCC1 (stereo unspecified) the results were RGS12 GoLoco inh 9%, RECQ1 helicase -9%, IMPase Li cell -9%[38.3 µM], NPSR antagonist -10%[46.1 µM], KinaseGlo FLuc -2%, SMN2 splice enh -3%, Epigenetic reg -1.9% and JMJD2E inh 7%.
Screening COc1ccc(Oc2c(C)oc3c(CN(C)C)c(O)ccc3c2=O)cc1 returned RGS12 GoLoco inh 10%, RECQ1 helicase inactive, IMPase Li cell 23%[38.3 µM], NPSR antagonist -10%[46.1 µM], KinaseGlo FLuc -8%, SMN2 splice enh 19%, Epigenetic reg 0.0% and JMJD2E inh inconclusive.
Screening O=C(NCc1ccccc1)Nc1cc(Cl)ccc1Cl returned RGS12 GoLoco inh 7%, RECQ1 helicase inactive, NPSR antagonist -13%, Epigenetic reg 1.1% and JMJD2E inh 7%.
Screening CCn1c2ccccc2c2cc(NC(=O)C(=O)N3CCOCC3)ccc21 returned RGS12 GoLoco inh 15%, RECQ1 helicase 16%, IMPase Li cell -10%, NPSR antagonist 18%, KinaseGlo FLuc -3%, Epigenetic reg 1.0% and JMJD2E inh inconclusive.
`CC(Oc1ccc(Cl)cc1)c1ccnn1S(C)(=O)=O` (stereo unspecified) gave RGS12 GoLoco inh 0%, RECQ1 helicase inactive, IMPase Li cell 24%[38.3 µM], NPSR antagonist -8%[46.1 µM], KinaseGlo FLuc -1%, SMN2 splice enh -13%, Epigenetic reg -2.1% and JMJD2E inh -10%.
For CCC(Nc1ccc(OC)cc1)C(=O)N/N=C/c1ccc([N+](=O)[O-])cc1 (stereo unspecified) the results were RGS12 GoLoco inh 8%, RECQ1 helicase -3%, IMPase Li cell 6%, NPSR antagonist -9%, KinaseGlo FLuc 2%, SMN2 splice enh -8%, Epigenetic reg 0.1% and JMJD2E inh 2%.
CCc1ccc2c(c1)C(NC(C)=O)C(=O)N2CC (stereo unspecified) was read as RGS12 GoLoco inh -38%, RECQ1 helicase 0%, IMPase Li cell 43%[activator][38.3 µM], NPSR antagonist -4%[46.1 µM], KinaseGlo FLuc 7%, SMN2 splice enh -21%, Epigenetic reg 0.0% and JMJD2E inh inconclusive.
Screening Cc1nnc(SCC(=O)N2CC(=O)Nc3ccccc32)s1 returned RGS12 GoLoco inh -2%, RECQ1 helicase -16%, IMPase Li cell -3%, NPSR antagonist 6%, KinaseGlo FLuc -1%, SMN2 splice enh -18%, Epigenetic reg -0.6% and JMJD2E inh 3%.
Cc1c2c(c(C)n1C)C(C(=O)NC1CCCCC1)N(Cc1ccccc1)C2=O (stereo unspecified) was read as RGS12 GoLoco inh 8%, RECQ1 helicase -1%, IMPase Li cell 5%, NPSR antagonist -10%, KinaseGlo FLuc 6%, SMN2 splice enh -1%, Epigenetic reg -0.5% and JMJD2E inh -5%.
Cn1cc(Br)c(C(=O)Nc2sc3c(c2C#N)CCC3)n1 was read as RGS12 GoLoco inh 12%, RECQ1 helicase 0%, NPSR antagonist 21%, Epigenetic reg 1.3% and JMJD2E inh inconclusive.
COc1ccc(C(=O)/C=C/Nc2ccc(S(=O)(=O)Nc3nc(C)cc(C)n3)cc2)c(OC)c1 was read as RGS12 GoLoco inh 14%, RECQ1 helicase -16%, NPSR antagonist -55%, Epigenetic reg 1.3% and JMJD2E inh inconclusive.
For COc1ccc(-n2cc(CNC3CCOCC3)c(-c3cccc(F)c3)n2)cc1 the results were RGS12 GoLoco inh 2%, RECQ1 helicase inactive, IMPase Li cell 13%, NPSR antagonist 8%, KinaseGlo FLuc 4%, Epigenetic reg -3.3% and JMJD2E inh inconclusive.
`Clc1ccc(-c2nnc3sc(-c4ccco4)nn23)c(Cl)c1` gave RGS12 GoLoco inh 1%, RECQ1 helicase -8%, IMPase Li cell 9%[38.3 µM], NPSR antagonist 8%[46.1 µM], KinaseGlo FLuc 0%, SMN2 splice enh 4%, Epigenetic reg 1.0% and JMJD2E inh 3%.
O=C(O)C1=C[C@@H](c2ccc3c(c2)OCO3)C[C@@H](OCCCCO)O1 was read as RGS12 GoLoco inh -6%, RECQ1 helicase 1%, IMPase Li cell -5%, NPSR antagonist -16%, Epigenetic reg 1.2% and JMJD2E inh inconclusive.
O=C(N/N=C/c1ccccc1)c1c(O)c2ccccc2[nH]c1=O was read as RGS12 GoLoco inh -3%, RECQ1 helicase -5%, IMPase Li cell 3%, NPSR antagonist inconclusive, KinaseGlo FLuc -4%, SMN2 splice enh 3.5µM*, Epigenetic reg 2.3% and JMJD2E inh inconclusive.
`O=C(N1CCOCC1)C12CC3CC(C1)CC(c1ccccc1)(C3)C2` gave RGS12 GoLoco inh -3%, RECQ1 helicase -12%, IMPase Li cell -14%[38.3 µM], NPSR antagonist 4%[46.1 µM], KinaseGlo FLuc 0%, SMN2 splice enh -13%, Epigenetic reg -0.9% and JMJD2E inh 4%.
For NN(CC(=O)O)CC(=O)O the results were RGS12 GoLoco inh 1%[14.2 µM], IMPase Li cell -5%, KinaseGlo FLuc -3%[7.66 µM] and SMN2 splice enh -13%[9.22 µM].
Cc1ccc2nc(CSc3nc(C)cc(C)c3C#N)[nH]c2c1 was read as RGS12 GoLoco inh 6%, RECQ1 helicase -7%, IMPase Li cell 6%[38.3 µM], NPSR antagonist -22%[46.1 µM], KinaseGlo FLuc -1%, SMN2 splice enh 4.5µM*, Epigenetic reg 3.5% and JMJD2E inh inconclusive.
For CC(=O)c1cccc(N(CC(=O)N2CCOCC2)S(C)(=O)=O)c1 the results were RGS12 GoLoco inh -2%, RECQ1 helicase -5%, IMPase Li cell 10%[38.3 µM], NPSR antagonist 0%[46.1 µM], KinaseGlo FLuc -1%, SMN2 splice enh inconclusive, Epigenetic reg 0.9% and JMJD2E inh -2%.

Screens deposited in PubChem BioAssay by National Center for Advancing Translational Sciences (NCATS).

A portion of the library; the hit share may differ from the screen's.
